NPYLR7 agonist: activates Aedes aegypti NPYLR7 receptor; HEK293T NPYLR7/Galpha15, GCaMP6s calcium fluorescence; 270,000 compounds, 0.15% hits; activation, % at 10 µM; in the data active = activation above about 40%;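 note: 0% = vehicle and 100% = reference agonist at the receptor; some compounds past the cut are filed as inactive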
mcGAS inh: mouse cGAS inhibition by luminescence; recombinant cGAS, Kinase-Glo ATP depletion luminescence; Q8C6L5; inhibition, % at 12.5 µM; AID 1259399; 160,000 compounds, 0.15% hits;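 note: 0% = negative control wells and 100% = reference inhibitor with no enzyme activity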
hcGAS inh: blocks human cGAS activity. 290,000 compounds, 0.081% hits. Q8N884. inhibition, % at 12.5 µM. recombinant h-cGAS, ATP depletion, Kinase-Glo luminescence;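 note: 0% = vehicle reaction and 100% = reaction without DNA for no activity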
Target sequence (Q8N884 whole entry, looked up): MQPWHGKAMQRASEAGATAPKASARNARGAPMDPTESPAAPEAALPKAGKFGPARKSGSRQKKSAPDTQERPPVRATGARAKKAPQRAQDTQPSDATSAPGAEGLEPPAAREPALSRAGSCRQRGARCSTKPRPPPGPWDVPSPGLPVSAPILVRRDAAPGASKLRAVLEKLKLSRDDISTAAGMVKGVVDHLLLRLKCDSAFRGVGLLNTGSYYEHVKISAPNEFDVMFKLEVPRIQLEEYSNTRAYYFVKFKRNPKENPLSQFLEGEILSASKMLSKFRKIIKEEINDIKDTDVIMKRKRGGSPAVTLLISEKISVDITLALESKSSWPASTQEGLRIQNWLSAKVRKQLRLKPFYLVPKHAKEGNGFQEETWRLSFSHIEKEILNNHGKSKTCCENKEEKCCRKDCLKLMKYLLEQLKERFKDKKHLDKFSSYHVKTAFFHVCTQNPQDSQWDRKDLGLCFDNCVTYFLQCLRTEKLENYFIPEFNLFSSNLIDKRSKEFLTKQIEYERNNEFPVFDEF
* hit, by the source's call; x = no result given; & = joins results of further samples. Cut-off read from the data, not from the text of the source, unless noted: active = inhibition above about 40%; inactive = the rest.

Start of the listing, in advance (20 entries):
SMILES | NPYLR7 agonist | mcGAS inh | hcGAS inh
Cc1cc(C)nc(-n2nc(C)c(C3(O)C(=O)Nc4ccc(F)cc43)c2N)n1 (stereo not drawn) | -10 | x | 16
CN1CCCN(c2ncccc2CNC(=O)C2(C)CCCO2)CC1 (stereo not drawn) | 1 | -15 | -5
O=C(Cc1ccc(CO)cc1)N1CC(Oc2ccccc2F)C1 | -3 | -16 | -5
Cc1nn(C)c(C)c1CN(C(=O)c1cc(CC(C)C)no1)C1CC1 | 13 | -17 | -1
O=C(NC1CCS(=O)(=O)C1)c1ccc2oc(Cc3ccccc3)nc2c1 (stereo not drawn) | -3 | -10 | -8
O=C1CCC(C(=O)N2CCCCO2)CN1Cc1ccccn1 (stereo not drawn) | 1 | x | -6
Cc1cnc2c(C(=O)N3CCCC(c4nc(CC(C)C)no4)C3)cnn2c1 (stereo not drawn) | 11 | -15 | -5
NC(=O)c1c(F)cccc1-c1cccc2cnccc12 | -1 | x | -4
Cc1cnc(CNS(=O)(=O)NCc2ccccc2)cn1 | 11 | x | -5
CN(C(=O)CN1C(=O)NC2(CCCc3sccc32)C1=O)C1CCS(=O)(=O)C1 (stereo not drawn) | 8 | -5 | -4
CCCCCCn1c(-c2ccc(OC)cc2)csc1=Nc1cccc(C(C)=O)c1 | -3 | -3 | -4
CC1CCN(S(=O)(=O)c2ccc(NCCCN3CCCCC3)c([N+](=O)[O-])c2)CC1 | 5 | -5 | -17
Cc1cccc(CSC(C)C(=O)NCCc2ccccc2)c1 (stereo not drawn) | -7 | x | -4
CCCN(CC1CC1)C(=O)CN1C(=O)NC(C)(c2ccc3ccccc3c2)C1=O (stereo not drawn) | 4 | -18 | -5
COCCn1cc(NC(=O)NCCC2=CCCCC2)c2ccccc21 | 17 | x | -11
CCOC(=O)C1(Cc2ccccc2)CCCN(Cc2ccccn2)C1 (stereo not drawn) | -13 | -3 | -6
O=c1c2c3c(sc2ncn1C1Cc2ccccc2C1)CC(NCc1cc(F)c(F)c(F)c1)CC3 (stereo not drawn) | 1 | x | -9
CCc1c(C)nn(CCNC(=O)C2CCCN(Cc3ccco3)C2)c1C (stereo not drawn) | 2 | x | -8
CC(C)Cn1c(CN(C)Cc2ccc(F)cc2)cnc1S(C)(=O)=O | 3 | x | -4
Cc1nnc(SCc2ccc(Cl)s2)n1CC(N)=O | 11 | -14 | -6

The list itself, repeating the preview:
SMILES | NPYLR7 agonist | mcGAS inh | hcGAS inh
Cc1cc(C)nc(-n2nc(C)c(C3(O)C(=O)Nc4ccc(F)cc43)c2N)n1 (stereo not drawn) | -10 | x | 16
CN1CCCN(c2ncccc2CNC(=O)C2(C)CCCO2)CC1 (stereo not drawn) | 1 | -15 | -5
O=C(Cc1ccc(CO)cc1)N1CC(Oc2ccccc2F)C1 | -3 | -16 | -5
Cc1nn(C)c(C)c1CN(C(=O)c1cc(CC(C)C)no1)C1CC1 | 13 | -17 | -1
O=C(NC1CCS(=O)(=O)C1)c1ccc2oc(Cc3ccccc3)nc2c1 (stereo not drawn) | -3 | -10 | -8
O=C1CCC(C(=O)N2CCCCO2)CN1Cc1ccccn1 (stereo not drawn) | 1 | x | -6
Cc1cnc2c(C(=O)N3CCCC(c4nc(CC(C)C)no4)C3)cnn2c1 (stereo not drawn) | 11 | -15 | -5
NC(=O)c1c(F)cccc1-c1cccc2cnccc12 | -1 | x | -4
Cc1cnc(CNS(=O)(=O)NCc2ccccc2)cn1 | 11 | x | -5
CN(C(=O)CN1C(=O)NC2(CCCc3sccc32)C1=O)C1CCS(=O)(=O)C1 (stereo not drawn) | 8 | -5 | -4
CCCCCCn1c(-c2ccc(OC)cc2)csc1=Nc1cccc(C(C)=O)c1 | -3 | -3 | -4
CC1CCN(S(=O)(=O)c2ccc(NCCCN3CCCCC3)c([N+](=O)[O-])c2)CC1 | 5 | -5 | -17
Cc1cccc(CSC(C)C(=O)NCCc2ccccc2)c1 (stereo not drawn) | -7 | x | -4
CCCN(CC1CC1)C(=O)CN1C(=O)NC(C)(c2ccc3ccccc3c2)C1=O (stereo not drawn) | 4 | -18 | -5
COCCn1cc(NC(=O)NCCC2=CCCCC2)c2ccccc21 | 17 | x | -11
CCOC(=O)C1(Cc2ccccc2)CCCN(Cc2ccccn2)C1 (stereo not drawn) | -13 | -3 | -6
O=c1c2c3c(sc2ncn1C1Cc2ccccc2C1)CC(NCc1cc(F)c(F)c(F)c1)CC3 (stereo not drawn) | 1 | x | -9
CCc1c(C)nn(CCNC(=O)C2CCCN(Cc3ccco3)C2)c1C (stereo not drawn) | 2 | x | -8
CC(C)Cn1c(CN(C)Cc2ccc(F)cc2)cnc1S(C)(=O)=O | 3 | x | -4
Cc1nnc(SCc2ccc(Cl)s2)n1CC(N)=O | 11 | -14 | -6

Shown with two lines to a compound: entries from further up.
Fields – NPYLR7 agonist, mcGAS inh, hcGAS inh
- CC(C)Cn1c(CN(C)Cc2ccc(F)cc2)cnc1S(C)(=O)=O
→ 3, x, -4
- Cc1nnc(SCc2ccc(Cl)s2)n1CC(N)=O
→ 11, -14, -6

Following part:
SMILES | NPYLR7 agonist | mcGAS inh | hcGAS inh
COc1ccc(OCC2CN(CCc3ccccc3)S(=O)(=O)c3cccnc3O2)cc1 (stereo not drawn) | 17 | -7 | -1
COc1ccc(C)cc1S(=O)(=O)NCCNc1ccc(Nc2cccc(C)n2)nn1 | 9 | x | -6
O=C1Nc2ccc(-c3ccc(F)cc3F)cc2C(=O)N2CC[C@H](NC(=O)N3CCOCC3)[C@@H]12 | -12 | -2 | -1
CC(C)c1nnc(-c2cc3ccccc3n2CC(=O)NCc2ccccc2)o1 | -1 | -9 | -5
Cc1ccc2c(Cl)cc(Cl)c(OCC(=O)OCC(=O)NC3CCCc4ccccc43)c2n1 (stereo not drawn) | -2 | -2 | -6
CCCCCn1c(=NC(C)=O)c(C(=O)OCC)cc2c(=O)n3cccc(C)c3nc21 | 0 | x | -8
COc1ccc(-n2c(SCC(=O)Nc3nccs3)nc3c([nH]c4ccccc43)c2=O)cc1 | 2 | -8 | -5
O=C(N=Nc1c(O)[nH]c2ccc(Br)cc12)c1ccncc1 | -1&-5 | -5 | -6&-2
CCOC(=O)C1CCN(C(=O)c2coc(CN(Cc3ccc(F)cc3)Cc3sccc3C)n2)CC1 | x | -5 | -5
O=C(NCC1Cc2cc(F)ccc2O1)c1ccco1 (stereo not drawn) | -5 | -1 | 4
Cc1ccc2ncc(C(=O)NCCc3ccc(S(N)(=O)=O)cc3)c(=O)n2c1 | 6 | -8 | -8
Cc1ccncc1NC(=O)c1ccc(Br)cc1F | 3 | x | -1
COC(=O)CC1C(=O)NCCN1S(=O)(=O)c1c(C)cc(C)cc1C (stereo not drawn) | -8 | x | 5
Cc1cnc2c(C(=O)N3CCCCC3c3cccnc3)cnn2c1 (stereo not drawn) | 4 | -11 | -6
COc1cccc(F)c1-c1nc2c(C)cccc2cc1CO | 6 | x | -8
S=C(Nc1ccc(N2CCOCC2)cc1)NC1CC2CCC1C2 (stereo not drawn) | 2 | x | -7
CCc1ccc(NC(=O)c2cn(CC3CCCO3)cc3c(=O)n(-c4ccccc4)nc2-3)cc1 (stereo not drawn) | 4 | -9 | -6
c1ccc(Cn2nnc3c(SCc4cccnc4)ncnc32)cc1 | 13 | 2 | -5
O=C(OCc1nc2ccccc2c(=O)[nH]1)c1cc2c(s1)CCCC2 | 1 | x | -15
O=C1NC(=S)N/C1=C/C=C/c1ccccc1[N+](=O)[O-] | 4 | 2 | 2
N#Cc1c[nH]c(C(=O)N2CCCC2C(=O)NCc2ccco2)c1 (stereo not drawn) | 4 | x | -8
Nc1ccc2oc(-c3ccccc3)nc2c1 | 4 | -4 | 0
CC(C)c1ncc(-c2cc(C(=O)N(C)C(C)C)c3ccccc3n2)cn1 | 6 | x | 1
Cn1cnc(S(=O)(=O)Nc2ccc(Cl)cc2)c1 | 2 | 1 | 10
CCOC(=O)Cc1c(C)nc2c(-c3ccccc3)c(C)[nH]n2c1=O | -3 | x | 2
Cc1cc(C)nc(NS(=O)(=O)c2ccc(NC(N)=O)cc2)n1 | 1 | -8 | 10
CCn1ccc(C(=O)N(Cc2ccccn2)c2nc3c(C)c(Cl)ccc3s2)n1 | -1 | x | 2
C=CCC1(/C=C/C)CCCCN1 (stereo not drawn) | -4 | x | 1
COc1ccc(NC(=O)C2CCCN2S(=O)(=O)c2cccs2)c([N+](=O)[O-])c1 (stereo not drawn) | 2 | -10 | -9
CC1(C(=O)NCCCc2ccco2)CCCCO1 (stereo not drawn) | 1 | x | -1
CC(C)(C)NC(=O)CSc1nnnn1C(C)(C)C | -1 | x | -4
CC(=O)NCc1ccc(C(=O)N2CCCc3c(F)ccc(C)c32)cc1 | 11 | x | -9
CCN(CC(=O)NC(C)(C)C)CC(=O)N1CCN(S(=O)(=O)c2ccc(F)c(Cl)c2)CC1 | 10 | x | -5
COc1cc2c(cc1-c1nccn1C(C)Cc1cnccn1)OCCCO2 (stereo not drawn) | -1 | -14 | -3
CC(C)CCn1c(SCC#N)nc2nccnc2c1=O | 3 | x | -8
Cc1ccccc1NS(=O)(=O)c1ccc(C(=O)NCC(C)(C)N2CCCCC2)cc1 | 7 | x | -13
CCOc1ccccc1N1C(=O)CSC1c1ccc(NC(=O)c2ccccc2F)cc1 (stereo not drawn) | x | 6 | -8
O=C(Cc1csc(-c2cccs2)n1)Nc1ccc2c(c1)CCC2 | 1 | x | -9
CC(=O)OC(C)(C)C(=O)Nc1ccc(-c2cccc(-c3ccc4c(c3)NC(=O)CO4)n2)cc1 | -7 | -7 | -9
COC(=O)C1CCN(C(=O)CCc2csc(NC(=O)c3ccc[nH]c3=O)n2)CC1 | -10 | -9 | -2
CC(/C=C1\N=C(c2ccc(Cl)cc2)OC1=O)=C\c1ccc2c(c1)OCO2 | 8 | -7 | -4
COCCN(CCOC)C(=O)c1ccc(SC(F)(F)F)cc1 | -10 | -4 | -9
Cc1noc(C)c1C(=O)N1CCC1(C)C(=O)NS(=O)(=O)c1ccccc1C(F)(F)F (stereo not drawn) | -2 | x | -11
COc1ccc(-c2cc3c(n(C)c2=O)CCN(C(=O)c2ccc(C(C)=O)s2)C3)c2ccc(C)nc12 | 16 | -7 | -11
CCc1cccc(NC(=O)N(CCOC)CC(=O)N(Cc2ccc(F)cc2)Cc2sccc2C)c1 | 2 | -6 | -7
Cc1ccc(-c2csc(-n3[nH]c(C)c(N=Nc4nc5ccccc5s4)c3=O)n2)cc1 | 13 | -6 | -6
CCOC(=O)[C@H]1[C@@H](O)C(=O)N(C(C)C)C12CCN(C(=O)c1cccs1)CC2 | 5 | -5 | 0
CCCN(CC1CC(c2ccc(Cl)c(Cl)c2)=NO1)C(=O)C1CCCC1 (stereo not drawn) | x | -9 | -3
COc1ccccc1Oc1ncccc1CNC(=O)Cc1ccccc1O | 8 | -16 | -5
CCN1CCCC1CNC(=O)c1cc2c(s1)CS(=O)(=O)C2 (stereo not drawn) | 7 | -4 | -6
Cc1ccc(OCC(=O)N2CCOC(COCc3c(Cl)cccc3Cl)C2)cc1 (stereo not drawn) | 5 | -8 | -8
Nc1nc(N2CC(c3ccccn3)C2)c2cn[nH]c2n1 | x | -12 | -10
CN(Cc1cccc(C#N)c1)Cc1c(O)ccc2oc3c(c12)CCCC3 | -1 | -8 | -6
CCCC(CNc1nc(C)nc(C)c1C)N(C)C (stereo not drawn) | x | -6 | -14
O=C(COc1ccc(C2CC(c3ccccc3)=NN2C(=O)c2cccs2)cc1)N1CCCCC1 (stereo not drawn) | -3 | x | 3
CN(Cc1nnsc1Cl)c1ccc(C(C)(C)C)cc1 | 11 | -9 | -3
Cc1nc(-c2ncc(-c3cc(C(=O)N(C)C)c4ccc(F)cc4n3)cn2)cs1 | x | -10 | -5
CCOC(=O)C1CCCN(C(=O)CSc2nc(Cl)cc(N3CCN(c4ccccc4F)CC3)n2)C1 (stereo not drawn) | -5 | -5 | -5
Cc1csc2nc(O)c(C(=O)NCCC3=CCCCC3)c(=O)n12 | -3 | 0 | -1
Cc1ccoc1C(=O)NCCSc1cn[nH]n1 | -2 | x | 4

Following part.
SMILES | NPYLR7 agonist | mcGAS inh | hcGAS inh
CN(NC(=O)c1ccc(OC(CCN2CCOCC2)c2cccs2)cc1)c1ccccc1 (stereo not drawn) | 0 | x | -4
CCC1=NC(c2ccc(OC)cc2)N(O)C1(C)C (stereo not drawn) | -9 | 0 | 3
O=C(c1cc(=O)[nH]c2cc(F)ccc12)N1CCCC(N2CCCC2)C1 (stereo not drawn) | 4 | x | 3
O=C(N=Nc1c(O)n(Cc2ccc(F)cc2)c2ccccc12)c1ccncc1 | 0 | 0 | -1
O=C(c1cccc(F)c1)N(CCN1CCOCC1)Cc1nccn1Cc1ccc(C(F)(F)F)cc1 | 5 | -9 | -6
C=CCn1c(N2CCN(Cc3c(Cl)cccc3Cl)CC2)nc2c1c(=O)[nH]c(=O)n2C | -4 | x | 3
